Screening results (PubChem)
HIF-2a block – blocks HIF-2a reporter activity; inhibition, % at 18.8 µM; AID 624352; 786-0 RCC cells HIF-2a reporter, luciferase luminescence, overnight; actives 0.72% (n = 360,000);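 active = inhibition of the luminescence signal of 40% or more relative to plate controls, in a single-dose primary screen at 18.75 µM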
MITF TRPM1 inh – inhibitors of MITF-driven TRPM1 promoter in melanoma cells. SK-MEL-5 TRPM1 promoter luciferase, 24 h. inhibition, % at 12.5 µM. actives 0.83% (n = 330,000);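 active = mean inhibition across replicates of 60% or more, whatever share of single replicates reaches that level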; also: values of inactives mirror those of a sister screen read the other way
NR2E3 ag-1 – activates human photoreceptor nuclear receptor NR2E3; AID 2300; inhibition of corepressor binding, % at 4.78 µM; Q9Y5X4; GST-NR2E3/biotin-RetCOR TR-FRET, 1536-well; actives 0.12% (n = 320,000);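 active = percent inhibition above the cutoff of mean plus 3 SD of all tested compounds, set per screening campaign, cut at about 20% in these data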;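 also: 0% = DMSO wells and 100% = biotin wells as full block of FRET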
Target sequence (Q9Y5X4 whole entry, looked up): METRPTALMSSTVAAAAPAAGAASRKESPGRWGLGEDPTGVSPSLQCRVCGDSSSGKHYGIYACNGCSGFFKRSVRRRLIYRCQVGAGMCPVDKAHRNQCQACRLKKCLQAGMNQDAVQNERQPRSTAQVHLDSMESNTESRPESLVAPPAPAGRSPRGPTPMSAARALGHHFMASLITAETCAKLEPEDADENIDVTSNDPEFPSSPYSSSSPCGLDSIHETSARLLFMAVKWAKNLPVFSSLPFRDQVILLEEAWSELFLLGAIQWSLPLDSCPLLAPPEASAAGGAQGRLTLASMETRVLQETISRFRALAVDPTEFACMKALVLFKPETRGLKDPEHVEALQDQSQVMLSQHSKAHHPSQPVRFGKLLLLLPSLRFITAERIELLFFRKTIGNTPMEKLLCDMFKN
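Format: 1536-well format; test system: GST-NR2E3 and biotin-RetCOR proteins; read-out basis: percent inhibition of TR-FRET ratio; timing: 5 h incubation at 4 °C; detection: time-resolved FRET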
TWEAK-Fn14 inh – blocks TWEAK-Fn14 interaction in a reporter cell assay. TWEAK-stimulated Fn14 reporter cells, luciferase luminescence, 8 h. AID 1159606. actives 2% (n = 360,000). inhibition, % at 10 µM; in the data active = inhibition above about 50%
aDG glyco up – alpha-DG glycosylation activation; Pro5-aDG cells, alpha-DG glycosylation AlphaScreen (IIH6); 0% Pro5, 100% B10-LARGE cell signal; activation, % at 10 µM; actives 0.22% (n = 360,000); AID 624168;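 active = activation of at least 8% versus controls, or a plate z-score of at least 8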;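 also: Pro5 are CHO cells carrying HIG-tagged alpha-DG that lacks glycosylation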
CF NFkB block – blocks PAF-induced NF-kB reporter in cystic fibrosis cells. AID 588850. actives 0.86% (n = 360,000). KKLEB NF-kB-GFP reporter, GFP fluorescence overnight. inhibition, % at 5 µM;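 active = at least 50% inhibition at 5 µM, scaled per plate between neutral and stimulator controls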;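 also: PAF is a Pseudomonas aeruginosa culture filtrate used as stimulus; plate controls were PAF-stimulated DMSO wells for no effect and unstimulated DMSO wells for full effect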
Shn3 inh set2 – inhibitors of Schnurri-3 3'UTR reporter in osteoblasts | Clone20 osteoblast Shn3 3'UTR firefly luciferase, 24 h | inhibition, % at 12.5 µM | actives 0.52% (n = 360,000);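 active = mean inhibition of at least 75% with every replicate also reaching 75%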;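 also: 0% = median of neutral control wells and 100% = pilot-screen positive control compound; some compounds past the cut are filed as inactive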
NR2E3 ag-2 – activates human NR2E3 receptor. AID 602229. inhibition of corepressor binding, % at 3.98 µM. CHO-S Gal4-NCOR/VP16-NR2E3 two-hybrid, luciferase. actives 0.35% (n = 360,000);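 active = inhibition above the mean of all tested compounds plus 3 SD, cut at about 70% in these data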;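 also: 0% = DMSO with NR2E3 transfected cells and 100% = cells lacking NR2E3 construct; higher means lower luciferase signal from less NR2E3 corepressor binding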
Peg3 promoter – reduces Peg3 promoter-driven luciferase expression in HeLa; HeLa PEG-Prom luciferase reporter, luminescence, overnight; actives 1.7% (n = 360,000); inhibition, % at 20 µM;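 active = inhibition of at least 50% at 20 µM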
KKLEB cytotox – reduces viability of KKLEB cystic fibrosis airway cells | KKLEB CF airway cells viability, ATPlite luminescence, overnight; active compounds read low; cells stimulated with P. aeruginosa culture filtrate | activity change (cytotoxicity), % at 5 µM | actives 0.36% (n = 360,000);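 active = corrected activity change at or below -50% at 5 µM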
iPSC survival up – increases survival of single human iPS cells; survival enhancement, % at 20 µM; actives 0.044% (n = 360,000); AID 602274; hiPSC single-cell survival, ATPlite luminescence; 100% = ROCK inhibitor wells, 0% = DMSO; in the data active = survival enhancement above about 18%;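 also: cells exposed to compounds for 16 hours before the ATP read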
* marks the source's active call; other numbers are inactive results; nt = not tested or not shown.

SMILES	HIF-2a block	MITF TRPM1 inh	NR2E3 ag-1	TWEAK-Fn14 inh	aDG glyco up	CF NFkB block	Shn3 inh set2	NR2E3 ag-2	Peg3 promoter	KKLEB cytotox	iPSC survival up
Cc1ccc(/C=C/C(=O)c2c(C)nc3ccccn23)cc1	-135	-10	-3	52*	2.1	18	9	-73	-235	-9	-1.8
COc1ccc(-c2oc3ccccc3c2C(=O)Oc2ccccc2)cc1	-99	8	-2	-41	0.0	-7	-5	-45	-99	-5	6.5
CCC(C)[C@H](NC(=O)Nc1cccc(OC)c1)C(=O)OC (stereo partly drawn)	1	8	-1	-2	-0.1	7	1	-14	1	2	1.8
COc1ccc(NC(=O)C2CCOC(C)(C)C2)cc1 (stereo not drawn)	6	nt	1	-3	0.0	0	3	5	-3	5	-0.2
CCOc1ccc(S(=O)(=O)Nc2ccccc2C(=O)N2CCCC2)cc1	16	5	0	1	-0.2	1	-5	-15	12	2	2.9
CN(C)S(=O)(=O)c1ccc(C(=O)Nc2cc(=O)n(C)c(=O)n2C)cc1	9	-7	-4	-2	-0.2	-6	-12	-22	-5	8	0.6
N#Cc1ccc(OCC(=O)OCC(=O)NC2CC2)cc1	11	-1	nt	2	3.6	-24	-9	1	12	-2	0.3
CCOc1ccc(S(=O)(=O)N(CC(=O)NCC(F)(F)F)Cc2ccco2)cc1	5	4	2	22	0.2	6	-18	5	13	17	-2.9
COC(OC)c1ccc(C#N)c(=O)[nH]1	11	-4	-1	6	-0.3	6	-22	-10	-7	-15	0.4
CCN1CCc2c(sc(NC(=O)CN3C(=O)c4ccccc4C3=O)c2C(N)=O)C1	1	-11	1	1	-0.4	-12	11	-30	12	19	-0.4
C/C(O)=C(\N=Nc1cc(C)ccc1O)C(N)=O	-23	18	-1	9	1.4	9	-41	-31	-15	-10	0.3
COc1ccc(C)cc1NC(=O)CO/N=C(\N)CC(=O)NC1CCCCC1	16	5	8	-7	0.0	-8	-55	-13	10	4	-0.6
O=C(Nc1ccccc1N1CCN(c2ccccc2)CC1)c1cccc(F)c1	-17	-10	3	-39	0.0	-6	11	-16	23	-4	-2.3
O=C(CSc1nc(C(F)(F)F)cc(=O)[nH]1)N1CCOCC1	3	-5	-2	-10	0.0	24	-15	4	5	-7	-0.3
C/C(CC(=O)Nc1ccc(Cl)cc1)=N\NC(=O)C(=O)NCCO	4	-2	-2	-6	-0.1	7	0	-8	-4	2	3.9
CCC(C(=O)OCC(=O)Nc1ccccc1-c1ccccc1)c1ccccc1 (stereo not drawn)	19	7	2	20	0.0	9	2	-9	15	2	-1.2
COc1cc(OC)cc(C(=O)OCC(=O)c2cc(C)n(CC3CCCO3)c2C)c1 (stereo not drawn)	-37	-30	2	-5	0.8	-9	24	-3	-128	-18	-0.2
COC(CNC(=O)c1ccc(-n2c(=S)[nH]c3ccccc3c2=O)cc1)OC	7	-9	-1	19	-0.1	-5	3	-24	4	3	0.9
CN(C)S(=O)(=O)c1ccc(N2CCCC2)c(C(=O)OCC(=O)NC2CCCCC2)c1	12	2	0	-29	-0.2	15	9	-14	1	-4	-0.2
CC(C)C12CN3CC(C(C)C)(CN(C1)C3c1ccc3c(c1)OCO3)C2=O (stereo not drawn)	-25	-10	2	-22	0.1	4	13	-3	-13	-2	0.6
N#Cc1nc(-c2ccccc2)oc1NCCCn1ccnc1	-7	9	3	1	1.2	13	-3	-11	4	2	-0.4
Cc1ccc(OCC(=O)NNC(=S)NC(=O)C2CC2)c(C)c1	9	9	nt	-137	1.0	1	59	-15	36	-1	0.1
CC1(C)Cc2c(C#N)c(NCCN3CCOCC3)nc(-c3ccco3)c2CO1	-1	0	-2	15	0.2	1	10	-16	9	-16	-1.5
COc1ccccc1NC(=O)N1CCc2c([nH]c3ccccc23)C1C(F)(F)F (stereo not drawn)	9	-16	0	-11	0.0	3	5	-3	18	-16	-0.2
C=CCc1ccccc1OCC(O)CN(C(C)C)C(C)C (stereo not drawn)	10	1	1	-15	0.4	-26	4	-21	3	3	-4.4

TWEAK-Fn14 inh: entries above that show a hit
SMILES | HIF-2a block | MITF TRPM1 inh | NR2E3 ag-1 | TWEAK-Fn14 inh | aDG glyco up | CF NFkB block | Shn3 inh set2 | NR2E3 ag-2 | Peg3 promoter
Cc1ccc(/C=C/C(=O)c2c(C)nc3ccccn23)cc1 | -135 | -10 | -3 | 52* | 2.1 | 18 | 9 | -73 | -235

Returning to the listing, starting two compounds before the break.
SMILES	HIF-2a block	MITF TRPM1 inh	NR2E3 ag-1	TWEAK-Fn14 inh	aDG glyco up	CF NFkB block	Shn3 inh set2	NR2E3 ag-2	Peg3 promoter	KKLEB cytotox	iPSC survival up
COc1ccccc1NC(=O)N1CCc2c([nH]c3ccccc23)C1C(F)(F)F (stereo not drawn)	9	-16	0	-11	0.0	3	5	-3	18	-16	-0.2
C=CCc1ccccc1OCC(O)CN(C(C)C)C(C)C (stereo not drawn)	10	1	1	-15	0.4	-26	4	-21	3	3	-4.4
O[C@@H]1C[C@H](c2ccc(Cl)cc2)N(Cc2cccs2)C[C@H]1n1cc(C2CC2)nn1	-21	nt	nt	-11	0.0	12	-25	-6	3	-3	1.4
Cc1ccc(N2CC(C(=O)OCC(=O)c3ccc([N+](=O)[O-])cc3)CC2=O)cc1 (stereo not drawn)	-6	-7	-1	41	0.0	-8	-10	-10	1	9	-0.3
Cc1ccc(NC(=O)C2(C)CCN2Cc2csc3ccccc23)cc1 (stereo not drawn)	-31	nt	nt	-5	-0.3	12	3	-4	9	-3	0.0
O=C(NCc1ccccc1)C1Nc2ccc(OC(F)(F)F)cc2C2C=CCC12 (stereo not drawn)	3	8	3	3	0.7	9	21	-29	22	-5	4.8
Cc1cc(C)n2cc(CSC3=NCCS3)nc2n1	2	8	1	-7	0.3	6	-5	-5	-10	22	1.5
CCC(=O)N1CCN(C(=O)CC)C1c1ccccc1	12	-10	-5	-2	0.1	7	-29	0	-14	7	5.5
Cc1ccc(NC(=O)Cn2nnc(C(=O)NCCc3ccccc3)c2N)cc1Cl	9	6	-1	-11	-0.2	2	-12	2	6	-7	0.2
Cc1ccc(Nc2nc(N)nc(CN3CCN(c4ccccc4F)CC3)n2)cc1	11	8	1	32	0.4	-4	28	29	17	5	-3.4
Cc1cc(C)cc(NC(=S)/C(=C(\[O-])c2ccc(Cl)cc2Cl)[n+]2ccccc2)c1	11	-1	-2	5	0.1	-2	5	5	7	8	-0.4
CCOC(=O)c1cc(C(=O)OCC)c(=O)[nH]c1N1CCCCC1	14	5	-1	39	0.3	-1	5	-10	0	8	2.4
CS(=O)(=O)N1CCN(CC2CC3C=CC2C3)CC1 (stereo not drawn)	2	-6	-2	-6	0.0	-3	-3	-1	8	-4	2.2
O=C(Nc1ccc(CN2CCOCC2)cc1)c1ccc(Br)cc1	-188	-6	1	6	0.1	5	4	-50	-171	6	-0.8
O=C(NCc1ccco1)c1cc(S(=O)(=O)N2CCCC2)ccc1Cl	3	-7	2	-7	0.0	-11	-7	16	10	6	0.8
Cc1cc(C)c(-c2cc(NC(=O)COC(=O)c3ccc(CO)cc3)n(-c3ccccc3)n2)cc1C	-2	-3	5	18	-0.2	-4	-13	-21	1	0	6.3
Cn1c(=O)c2c(ncn2CC(O)CNc2ccc(Br)cc2)n(C)c1=O (stereo not drawn)	18	1	-3	-5	0.2	-19	10	9	16	11	-0.6
CC(=O)c1cnc(-c2ccccc2Cl)s1	-110	-22	6	39	0.0	-6	-10	-43	-55	21	2.6
CCCS(=O)(=O)N1CCCC(C(=O)c2cccc(Cl)c2)C1 (stereo not drawn)	18	-23	0	4	0.0	5	-1	17	11	10	0.7
COc1ccc(Cl)cc1NC(=O)CN(C)C(=O)Cn1c(=O)oc2ccccc21	-1	8	3	6	0.0	-26	2	-21	9	15	-0.1
c1cncc(CSc2nnc3ccc(-c4cccs4)nn23)c1	5	-9	8	0	-0.2	0	16	-10	0	0	-0.2
CCC1(CC)Cc2ccccc2-c2nc(CCl)[nH]c(=O)c21	14	-4	-3	-16	0.3	-2	-19	-6	-3	6	-0.6
O=c1/c(=C/c2ccco2)sc2nc(-c3ccccc3Br)nn12	20	-6	8	2	-0.1	-10	-4	-2	28	-11	-1.1
CCOC(=O)Cc1c(C)nc2c(-c3cccc(Br)c3)cnn2c1C	-55	6	1	-10	0.6	0	2	-8	-42	-4	4.2
Cc1cccc(C)c1-n1c(C)nn(Cc2ccc([N+](=O)[O-])cc2)c1=O	15	-3	0	-12	0.0	4	5	-14	12	2	2.1
S=c1nc(-c2ccc(Br)cc2)[nH]c2ccccc12	-37	9	16	-1	0.7	3	-45	7	-12	-2	-0.1
CCCC(=O)N1CCCC1(C)C(=O)Nc1cccc(OC(C)C)c1 (stereo not drawn)	0	nt	nt	-4	0.1	-13	-13	-11	-14	4	0.1

Part of the list above, as labelled records.
CS(=O)(=O)N1CCN(CC2CC3C=CC2C3)CC1 (stereo not drawn)
- HIF-2a block: 2
- MITF TRPM1 inh: -6
- NR2E3 ag-1: -2
- TWEAK-Fn14 inh: -6
- aDG glyco up: 0.0
- CF NFkB block: -3
- Shn3 inh set2: -3
- NR2E3 ag-2: -1
- Peg3 promoter: 8
- KKLEB cytotox: -4
- iPSC survival up: 2.2

O=c1/c(=C/c2ccco2)sc2nc(-c3ccccc3Br)nn12
- HIF-2a block: 20
- MITF TRPM1 inh: -6
- NR2E3 ag-1: 8
- TWEAK-Fn14 inh: 2
- aDG glyco up: -0.1
- CF NFkB block: -10
- Shn3 inh set2: -4
- NR2E3 ag-2: -2
- Peg3 promoter: 28
- KKLEB cytotox: -11
- iPSC survival up: -1.1

O=C(NCc1ccco1)c1cc(S(=O)(=O)N2CCCC2)ccc1Cl
- HIF-2a block: 3
- MITF TRPM1 inh: -7
- NR2E3 ag-1: 2
- TWEAK-Fn14 inh: -7
- aDG glyco up: 0.0
- CF NFkB block: -11
- Shn3 inh set2: -7
- NR2E3 ag-2: 16
- Peg3 promoter: 10
- KKLEB cytotox: 6
- iPSC survival up: 0.8

A few values from above.
For KKLEB cytotox, O=C(NCc1ccccc1)C1Nc2ccc(OC(F)(F)F)cc2C2C=CCC12 (stereo not drawn) has -5
For KKLEB cytotox, S=c1nc(-c2ccc(Br)cc2)[nH]c2ccccc12 has -2
For MITF TRPM1 inh, Cc1ccc(NC(=O)Cn2nnc(C(=O)NCCc3ccccc3)c2N)cc1Cl has 6
For CF NFkB block, CCCS(=O)(=O)N1CCCC(C(=O)c2cccc(Cl)c2)C1 (stereo not drawn) has 5
For Shn3 inh set2, O=C(NCc1ccco1)c1cc(S(=O)(=O)N2CCCC2)ccc1Cl has -7
